High-throughput results (PubChem BioAssay)
HCV inhibitor – blocks hepatitis C virus; 340,000 compounds, 3.4% hits; Huh7.5.1 HCVcc-Cre infection, luciferase reporter, 44 h; AID 651820; Potency, µM (top dose mostly 41.8 µM), for the others: at the top dose activity change, negative = inhibition, actives largely listed as inhibitors
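Reporter virus HCVcc-Cre (~0.5 moi) infects cells exposed to compound; seeding density 1,000 cells/well with 4 h settling beforehand. Luminescence, 15 sec read, taken 44 h post-infection following a 15 min RT substrate incubation.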
Pf growth 48h – P. falciparum growth inhibition at 48 hours (one generation) | P. falciparum luciferase growth in erythrocytes, 48 h | Potency, µM (series often up to 28.7 µM), for the others: top-dose activity change, negative = inhibition, most hits filed as inhibitors | 310,000 compounds, 5.9% hits
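Here the parasites carry a stable luciferase gene and grow inside erythrocytes in Albumax-based RPMI medium with compound for one erythrocytic cycle. Activity is scored as loss of luminescent signal.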
Sm TGR block – inhibitors of Schistosoma mansoni thioredoxin glutathione reductase. purified TGR, DTNB reduction, TNB absorbance 405 nm. Potency, µM (top dose mostly 114 µM), for the others: at the top dose activity change, negative = inhibition, usual class: inhibitors. 360,000 compounds, 3% hits; note: nearly all actives have a fitted effect of over 60% in size
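Kinetic colorimetric format: TGR-catalysed, NADPH-driven DTNB reduction monitored via TNB absorbance. Enzyme dispensed at 20 nM; compound exposure 15 min at room temperature before reaction start.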
Tb PYK inh – T. brucei pyruvate kinase inhibition; Potency, µM (top dose mostly 76.8 µM), for inactives: at the highest dose activity, negative = inhibition, hits mostly inhibitors; Q57TT1; 410,000 compounds, 0.12% hits; TbPYK enzyme, Kinase-Glo Plus ATP luminescence, 45 min; note: nearly all actives have a fitted effect of over 50% in size
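ADP (130 uM final) triggers the TbPYK reaction after compound addition; incubation is 45 min at room temperature. Kinase-Glo Plus is then added and luminescence imaged. Normalized data are fitted to concentration-effect curves.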
LmPK inhibitor – blocks Leishmania mexicana pyruvate kinase activity. Q27686. purified LmPK, Kinase-Glo ATP luminescence, 1 h. Potency, µM (top dose mostly 57.5 µM), for inactives: at the highest dose activity change, negative = inhibition, actives largely listed as inhibitors. 290,000 compounds, 0.37% hits. AID 1721
Target sequence (Q27686 whole entry, looked up): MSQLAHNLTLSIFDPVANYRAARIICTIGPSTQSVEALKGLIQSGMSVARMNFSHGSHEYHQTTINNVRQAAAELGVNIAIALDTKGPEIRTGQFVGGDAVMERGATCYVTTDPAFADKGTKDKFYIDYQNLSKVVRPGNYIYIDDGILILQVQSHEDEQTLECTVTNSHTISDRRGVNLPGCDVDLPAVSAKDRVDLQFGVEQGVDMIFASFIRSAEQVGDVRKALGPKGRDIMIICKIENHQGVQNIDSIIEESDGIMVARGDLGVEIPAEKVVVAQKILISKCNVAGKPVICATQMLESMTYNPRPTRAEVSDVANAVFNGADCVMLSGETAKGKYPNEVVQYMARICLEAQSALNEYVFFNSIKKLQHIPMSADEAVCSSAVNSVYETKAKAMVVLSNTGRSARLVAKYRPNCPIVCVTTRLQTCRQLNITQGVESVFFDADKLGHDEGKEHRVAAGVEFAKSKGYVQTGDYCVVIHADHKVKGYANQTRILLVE
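qHTS format; LmPK 0.1 nM; substrates PEP 0.5 mM and ADP 0.1 mM. One-hour room-temperature incubation, then coupled luciferase luminescence; 0.5 nM enzyme wells mark activation.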
Pf growth 96h – inhibits malaria parasite growth, 96 h; P. falciparum luciferase reporter growth, 96 h; Potency, µM (series often up to 28.7 µM), inactives show at the highest dose activity change, negative = inhibition, most hits filed as inhibitors; 320,000 compounds, 6.9% hits; AID 504834
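P. falciparum expressing integrated firefly luciferase, in erythrocytes at 2% hematocrit, 0.05% parasitemia, incubated with compounds 96 h at 37 C, 5% CO2. Growth inhibition read as loss of luminescence; two-generation exposure targets delayed-death apicoplast inhibitors.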
* marks the source's active call; other numbers are inactive results; ? = inconclusive; nt = not tested or not shown; & = joins results of further samples; [ ] = another dose, or the depositor's remark. Calls come from the whole dose curve; as a rule, active = well fitted curve in the direction sought with a large enough effect; inconclusive = small, poorly fitted or top-dose-only effect, or another doubt; inactive = no such curve, though single readings can be large; an effect the other way counts as inactive or inconclusive. % is set by controls: 0 for no effect and ±100 for the full control effect; potency is the fitted concentration of half-maximal effect.

Start of the data: the first four records as a preview:
SMILES	HCV inhibitor	Pf growth 48h	Sm TGR block	Tb PYK inh	LmPK inhibitor	Pf growth 96h
COc1cccc(C(=O)NCC(=O)OCC(=O)c2ccccc2)c1	5%	-1%	-3%	7%	-3%	24%
O=C(NCCCn1ccnc1)C1CCCN(S(=O)(=O)c2cc(Cl)ccc2Cl)C1 (configuration not stated)	-27%	-2%	4%	2%	-6%	27%
CC(=O)c1c(C)nc(-c2ccc(OCC(=O)Nc3cccc(C)c3C)cc2)n1O	1%	15%	-12%	-10%	-4%	12%
COC(=O)c1ccc2c(=O)n(CCCCCC(=O)NCc3ccccn3)c(=O)[nH]c2c1	3%	nt	-22%	1%	9%	10%

The whole of this part, from the start:
SMILES	HCV inhibitor	Pf growth 48h	Sm TGR block	Tb PYK inh	LmPK inhibitor	Pf growth 96h
COc1cccc(C(=O)NCC(=O)OCC(=O)c2ccccc2)c1	5%	-1%	-3%	7%	-3%	24%
O=C(NCCCn1ccnc1)C1CCCN(S(=O)(=O)c2cc(Cl)ccc2Cl)C1 (configuration not stated)	-27%	-2%	4%	2%	-6%	27%
CC(=O)c1c(C)nc(-c2ccc(OCC(=O)Nc3cccc(C)c3C)cc2)n1O	1%	15%	-12%	-10%	-4%	12%
COC(=O)c1ccc2c(=O)n(CCCCCC(=O)NCc3ccccn3)c(=O)[nH]c2c1	3%	nt	-22%	1%	9%	10%
CN(Cc1ccccc1)C(=O)COC(=O)c1ccc2c(c1)OCO2	?	45%[activator]	-4%	3%	-3%	35%[activator]
COc1ccc(CCNC(=O)C2CCCN(c3nc4ccccc4s3)C2)cc1OC (configuration not stated)	-8%	?	-7%	1%	3%	50%[activator]
Cc1cccc(NC(=S)NC(=O)c2ccc(Br)o2)c1C	-13%	-14%	?	-4%	0%	-20%
COc1ccc(NC(=O)c2ccc(-n3nc(C)cc3C)cc2)cc1OC	7.1µM*	8%	8%	5%	-1%	57%
CC(=O)O[C@@H]1[C@H]2[C@@H](C[C@@H](C)[C@@H]3CCC(=O)[C@@]13C)OC(=O)[C@@H]2C	-14%	18%	15%	-1%	2%	55%[activator]
O=C(c1cc2ccccc2oc1=O)N1CCN(c2ncccn2)CC1	13%	nt	-5%	1%	-9%	-56%
Cc1cccc(N2CCN(C(=O)C3CCN(c4ncnc5c4nc4n5CCCCC4)CC3)CC2C)c1 (configuration not stated)	5.6µM*	0%	-6%&-10%	4%&-5%	-4%	12µM*
O=C1C(Cc2ccc(F)cc2)SC(=Nc2ccccc2)N1c1ccccc1 (configuration not stated)	3%	10µM*	-3%	-2%	4%	?
O=C(O)c1ccc(-c2nc3scc(-c4ccccc4)c3c(=O)[nH]2)cc1	5%	-7%	0%	-17%	0%	19%
Cc1cccc(C(=O)Nc2cc(Cl)ccc2-n2cncn2)c1[N+](=O)[O-]	0%	12%	-19%	12%	nt	47%[activator]
O=C(CNC(=O)c1ccc(N2C(=O)c3ccccc3C2=O)cc1)OCC(=O)c1cccc2ccccc12	9%	-11%	-5%	-2%	0%	-19%
Cc1onc(-c2ccccc2Cl)c1C(=O)NCCn1c(C)cc2ccccc21	-15%	13µM*	-2%	-2%	-3%	10µM*
CCN(CC)S(=O)(=O)c1ccc(N2CCOCC2)c(NC(=O)c2cc(C)cc(C)c2)c1	-25%	10µM*	-11%	1%	4%	?
CC1CCCCN1S(=O)(=O)c1ccc(C(=O)N2CCOCC2)cc1 (configuration not stated)	-8%	-9%	8%	-4%	5%	-17%
CN(C(=O)c1ccc(=O)[nH]c1)C1(C(=O)NC2CCCCC2)CCCCC1	6%	-1%	0%	-6%	-2%	0%
CCN(CC)C(=O)CSc1nc2sc(C)c(C)c2c(=O)[nH]1	0%	-9%	-2%	-7%	-12%	-4%
CCCc1sc(N/N=C/c2ccccn2)nc1-c1ccc(F)cc1	?	2.6µM*	-6%	-17%	1%	31%[activator]
Cn1c(=O)oc2cc(S(=O)(=O)NCCc3ccccc3)ccc21	18%	-3%	-11%	-2%	-7%	-20%
COC1CCN(C(=O)c2ccc(OC3CCN(CCc4ccccc4)CC3)cc2)CC1	-4%	-16%	3%[57.1 µM]	2%	-4%	?
CCc1cc(=O)oc2cc(C)c(CN3CCCCC3)c(O)c12	-18%	?	0%	-9%	3%	nt
CC(C)N1CCN(Cc2ccc(Sc3nncn3C)o2)CC1CCO (configuration not stated)	8%	0%	-7%	4%	2%	27%
Cc1cc(N2CCCC2)ccc1NC(=O)COc1cccc(C(F)(F)F)c1	13µM*	7%	-1%	7%	1%	0%
CCOc1ccc(OCCC(=O)OCC(=O)Nc2ccc(C)c(S(=O)(=O)N3CCCCC3)c2)cc1	?	13%	0%	-5%	nt	-10%
CCN(CC)c1ccc(C=C2C(=O)OC3(CCCCC3)OC2=O)cc1	0%	25%	-15%	-5%	3%	13%
COc1ccc(Br)cc1CN(C)C(C)C(=O)Nc1cc([N+](=O)[O-])ccc1OC (configuration not stated)	?	?	-1%	2%	1%	?
Fc1ccc(NC(=S)N2CCCCC2)cc1	6%	4%	-10%	-3%	-6%	17%

Rewritten as comma-separated lines: entries from further up.
Compound,HCV inhibitor,Pf growth 48h,Sm TGR block,Tb PYK inh,LmPK inhibitor,Pf growth 96h
CC(C)N1CCN(Cc2ccc(Sc3nncn3C)o2)CC1CCO (configuration not stated),8%,0%,-7%,4%,2%,27%
Cn1c(=O)oc2cc(S(=O)(=O)NCCc3ccccc3)ccc21,18%,-3%,-11%,-2%,-7%,-20%
CCN(CC)c1ccc(C=C2C(=O)OC3(CCCCC3)OC2=O)cc1,0%,25%,-15%,-5%,3%,13%
Fc1ccc(NC(=S)N2CCCCC2)cc1,6%,4%,-10%,-3%,-6%,17%
Cc1onc(-c2ccccc2Cl)c1C(=O)NCCn1c(C)cc2ccccc21,-15%,13µM*,-2%,-2%,-3%,10µM*

Following part.
SMILES	HCV inhibitor	Pf growth 48h	Sm TGR block	Tb PYK inh	LmPK inhibitor	Pf growth 96h
CCCN(c1ccccc1F)S(=O)(=O)c1c[nH]c(C(=O)OC)c1	0%	11%	1%	-9%	-3%	?
O=C1CC2(CCN(C(=O)c3c(F)cccc3Cl)CC2)Oc2ccccc21	4%	3%	-1%	-6%	nt	-9%
CCN1CCN(Cc2nc3c(c(=O)n(C)c(=O)n3C)n2Cc2ccccc2Cl)CC1	nt	nt	2%	nt	1%	5%
CCOC(=O)N1CCC(NC(=O)CCS(=O)(=O)c2ccc3c(c2)CCN3C(=O)CC)CC1	-13%&8%	-12%	5%	0%	-1%	6%
COc1ccccc1/C=C/C=N/NC(=O)Cc1cccs1	?	10%	-9%	-2%	7%	5%
Cc1cc(=O)[nH]c2nnc(-c3ccc(Br)cc3)n12	10%	4%[0.00184 µM]	-1%	-5%	-5%	103%[activator]
CCN(CC)C(=O)C(Sc1nnnn1-c1ccc(O)cc1)c1ccccc1 (configuration not stated)	1%	?	9%	4%	-1%	?
CCCCNS(=O)(=O)c1ccc2nc(-c3cccnc3)cc(C(=O)NCC(OC)OC)c2c1	-4%	3%	-2%	0%	0%	4%
Cc1csc(NC(=O)c2c(-c3c(Cl)cccc3Cl)noc2C)n1	?	?	-17%	-13%	-2%	nt
S=C(Nc1ccc(Cl)cc1)N1CCN(Cc2ccccc2)CC1	-13%	13%	-8%[57.1 µM]	-6%	-1%	16%
CC(C)CCC1(CCc2ccncc2)C(=O)NC(=O)NC1=O	9%	28%	5%	0%	4%	48%[activator]
O=C(CN1CC(=O)Nc2ccccc21)NCCc1ccc(Cl)cc1Cl	-26%	-28%	-20%	2%	-1%	?
COCC(=O)Nc1nc2ccc(C)cc2s1	-6%	91%[activator]	8%	-3%	?	nt
CCn1c(O)c(N=NC(=O)C(O)c2ccccc2)c2ccccc21 (configuration not stated)	-28%	1%	-27%	4%	4%	31%
Cc1cc2cc(CCNC(=O)CCCc3ccccc3)c(=O)[nH]c2cc1C	-9%	-17%	9%	4%	3%	-16%
CN1CCN(c2c(N)c(=O)oc3ccccc23)CC1	-2%	nt	6%	-3%	5%	-28%
Cc1ccc(N2CCN(CC(O)COc3ccccc3)CC2)cc1 (configuration not stated)	-9%	-10%	-13%	1%	1%	27%
CCOC(=O)C1CCCN(C(=O)c2cc(S(=O)(=O)N3CCCCC3)ccc2C)C1 (configuration not stated)	?	8.3µM*	6%	-7%	4%	?
Oc1ccc(/C=N/n2c(-c3ccccc3)n[nH]c2=S)cc1	-4%	-14%	-18%	?	2%	-24%
O=C(Cn1ccc([N+](=O)[O-])n1)Nc1nc2ccccc2s1	8%	27%	-7%	-3%	-4%	?
Cc1ccc(C(=O)N2CCCC(C(F)(F)F)C2)cc1S(=O)(=O)N1CCCCC1 (configuration not stated)	15%	-5%	5%	4%	nt	?
CCN(CC)S(=O)(=O)c1ccc(OC)c(NC(=S)Nc2ccc(C)c(C)c2)c1	?	-6%	-30%	3%	2%	?
Cc1ccc(S(=O)(=O)NC(=O)c2cccn2C)cc1	11%	-13%	-6%	0%	-3%	22%
CC(CCc1ccccc1)NS(=O)(=O)c1ccccc1F (configuration not stated)	-5%	2%	-3%	-1%	-4%	-4%
Cc1sc(NC(=O)c2ccc(OCC(C)C)cc2)c(C(N)=O)c1-c1ccc(Cl)cc1Cl	?	?	0%	-11%	-3%	?
Fc1ccc(N2CCN(c3ncnc4nc[nH]c34)CC2)cc1	-23%	25%	-1%	3%	0%	8%
O=C(COc1ncnc2sccc12)Nc1ccc(F)cc1F	8%	9%	62%[activator]	0%	8%	-2%
CC1=NN(c2ccc(Cl)c(C(=O)O)c2)C(=O)/C1=C/c1ccc(-c2ccccc2[N+](=O)[O-])o1	18%	20%	-1%	1%	1%	-4%
CCc1nc2ccccc2n1CC(=O)N(C(C)CC)C1CCS(=O)(=O)C1 (configuration not stated)	-4%	0%	1%	0%	-1%	?
Cc1nc2ccccc2c(=O)n1CCc1ccccc1	0%	?	7%	-2%	4%	?
Cc1ccc(O)c(CNc2cccc3cccnc23)c1	?	?	0%	-7%	10%	?
C[N+]12CCCCC1C(COC(=O)c1ccc3c(c1)OCO3)CCC2 (configuration not stated)	4%	9.3µM*	11%	-12%	0%	nt
CN(C)CCNC(=O)c1csc(Nc2cccc3ccccc23)n1	-18%	?	-1%	-2%	0%	?
CC(=O)c1ccc(S(=O)(=O)N2CCN(CC#N)CC2)cc1	8%	-12%	-24%	-1%	7%	-13%
O=C(COC(=O)c1ccncc1)Nc1cc(Cl)ccc1Cl	1%	?	10%	-3%	5%	nt
CCOC(=O)c1c(NCC(C)C)c2ccccc2[nH]c1=O	?	1%	-11%	3%	-2%	nt
CCC(C)c1ccc(NC(=S)NCc2ccccc2OC)cc1 (configuration not stated)	-24%	?	nt	11%	0%	?
COc1cccc(/C=C2/Sc3ccc(C(=O)NCCN4CCCC4)cc3NC2=O)c1	?	?	-8%	-2%	-7%	?
CCCC(O)(c1ccc(OC)cc1)C(CN(C)C)c1ccccc1 (configuration not stated)	-10%	nt	0%	-3%	-1%	15µM*
Cn1ncn2c(=O)c3c(nc12)-c1ccccc1CC31CCCC1	-12%	15%	-4%	-5%	0%	10%
O=C(O)CCN1C(=O)/C(=C\c2cccc(OCc3ccccc3)c2)SC1=S	-5%	-10%	75%[activator]	1%	2%	32%[activator]
COc1nc(C)ccc1-c1noc(-c2ccccn2)n1	6%	164%[activator]	5%	-5%	22µM*	-4%
S=C(NCc1ccco1)Nc1ccc(N2CCOCC2)cc1	1%	23%	?	-17%	-3%	-103%
